TRPC6 act – activates the mouse TRPC6 cation channel; Q61143; 310,000 compounds, 0.13% hits; HEK293-TRPC6 membrane potential dye fluorescence; hits give high values; B-score at 10 µM;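 active means B-score of the integrated fluorescence ratio above library mean plus 3 SD, and starting fluorescence ratio within library mean plus 5 SD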;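 further: higher score means more depolarization so channel activation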
HIF activator – HIF pathway transcriptional activation | U2OS HRE-luciferase reporter, luminescence; normalized: DMSO 0%, desferrioxamine 100% | activation, % at 7.5 µM (by protocol) | 300,000 compounds, 0.32% hits | AID 1910;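 active means mean activation of at least 10% of the iron chelator positive control signal, with at least half of replicates also reaching 10%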
TRPC6 inh – blocks the mouse TRPC6 cation channel; Q61143; HEK293-TRPC6, membrane potential dye, ACh-evoked depolarization; hits give low values; B-score at 10 µM; 310,000 compounds, 1.1% hits; AID 2553;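 active means B-score under library mean minus 3 SD, initial fluorescence not abnormally high, positive integrated signal ratio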;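 further: B-score derived from integrated fluorescence ratio over the kinetic read; more negative B-score means stronger inhibition of depolarization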
MrgX1 agonist – human MrgX1 receptor agonism, primary screen; AID 588627; MrgX1-HEK293 cells, Fluo-4 calcium fluorescence, agonist mode; hits give high values; 310,000 compounds, 0.44% hits; B-score at 10 µM;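 active means calcium response B-score plate-corrected fluorescence ratio at least 3 library SD, with starting fluorescence B-score inside 5 SD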
Target sequence (Q96LB2 whole entry, looked up): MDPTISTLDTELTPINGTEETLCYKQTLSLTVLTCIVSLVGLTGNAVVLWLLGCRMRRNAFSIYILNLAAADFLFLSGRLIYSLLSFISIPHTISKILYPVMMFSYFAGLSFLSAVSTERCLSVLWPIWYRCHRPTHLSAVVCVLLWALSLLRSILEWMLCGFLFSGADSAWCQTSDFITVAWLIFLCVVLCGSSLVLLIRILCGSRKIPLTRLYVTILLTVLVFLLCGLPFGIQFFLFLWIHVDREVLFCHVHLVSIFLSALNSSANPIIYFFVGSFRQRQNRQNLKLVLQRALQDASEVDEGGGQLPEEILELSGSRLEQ
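Material: MrgX1-expressing HEK293 cells / Dosing: compound as first of three additions / Incubation: overnight seeding, then 1 h dark dye loading / Signal: Fluo-4 NW calcium fluorescence / Evaluation: B-scored fluorescence response ratio / Benchmarks: positive and negative control wells on each plate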
MrgX1 antagonist – antagonists of human MrgX1 receptor | 310,000 compounds, 1.3% hits | B-score at 10 µM | MRGX1-HEK293 calcium flux, Fluo-4, BAM8-22 antagonism; hits give low values;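 active means calcium-response B-score plate-corrected more than 3 library SD below zero, starting fluorescence within 5 deviations, no agonist response on first addition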;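 further: peak minus trough fluorescence over baseline after final BAM8-22 challenge near maximal dose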
MrgX1 allo act – allosterically activates human MrgX1 receptor signaling; AID 588675; MrgX1-HEK293, Fluo-4 calcium flux, FDSS; hits give high values; B-score at 10 µM; Q96LB2; 310,000 compounds, 0.63% hits;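 active means plate-corrected calcium response at least 3 library SD above typical, normal starting fluorescence, not activating the receptor alone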;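 further: compound read alongside a low EC10 to EC30 dose of BAM8-22 agonist; peak minus trough fluorescence over baseline measured at the second addition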
SKKanGAS inh – inhibitors of SKKanGAS S. pyogenes growth in kanamycin (SK-promoter or general growth effect); BacTiter-Glo, 6 h; inhibition, % at 7.5 µM; 300,000 compounds, 1.3% hits; AID 1662;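 active means mean replicate score, as percent of positive control median, at least 50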;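 further: strain carries kanamycin resistance gene driven by streptokinase promoter and grows in 40 µg/ml kanamycin; loss of luminescence reflects streptokinase promoter inhibition or plain growth inhibition; 0% = median of DMSO wells and 100% = positive control at its reference dose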
RGS4 inh – human RGS4 inhibition. 310,000 compounds, 0.45% hits. P49798. HEK293 M3R/RGS4 inducible, Fluo-4 calcium flux; hits give high values; triggered by carbachol at its EC20. B-score at 10 µM;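 active means B-score, a plate-corrected calcium signal, over three deviations above library mean, with baseline fluorescence within five deviations of library mean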;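 further: RGS4 expression induced by doxycycline in cells with stable M3 receptor; B-score is computed from the integrated fluorescence ratio over baseline after carbachol; higher B-score means a larger calcium signal and so more RGS4 inhibition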
Target sequence (P49798 whole entry, looked up): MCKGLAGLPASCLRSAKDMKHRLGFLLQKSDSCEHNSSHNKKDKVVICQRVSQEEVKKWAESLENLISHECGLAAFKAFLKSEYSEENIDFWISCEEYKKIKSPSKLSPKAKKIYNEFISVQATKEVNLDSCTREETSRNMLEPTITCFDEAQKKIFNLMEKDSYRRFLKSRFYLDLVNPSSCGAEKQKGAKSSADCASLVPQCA
TRPC4 block – blocks the mouse TRPC4 cation channel. HEK293 TRPC4beta/mu-opioid, DAMGO-evoked Fluo4 calcium flux; hits give low values. B-score at 10 µM. Q9QUQ5. 300,000 compounds, 0.39% hits;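 active means B-score over 3 SD under the library average, no early fluorescence shift, positive overall ratio signal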
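Assay system: HEK293 cells with stable TRPC4beta plus mu-opioid receptor expression; Probe or stimulus: DAMGO in two steps, submaximal then maximal; Dosing: single-point compound dosing; Measured by: Fluo4 calcium-dye fluorescence, kinetic read; Read-out basis: B score from integrated Fluo4 fluorescence ratio.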
Platelet DG rel – modulates dense granule release in human platelets. human platelet-rich plasma, SFLLRN dense granule ATP release, luminescence. inhibition, %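 (compounds screened at 7.5 µM in platelet-rich plasma)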. 300,000 compounds, 0.22% hits;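 active means mean replicate score, as percent of positive control, at or above 50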
RGS4 act – RGS4 potentiation or activation | HEK293 M3R/inducible RGS4, carbachol calcium flux Fluo4; hits give low values | B-score at 10 µM | 310,000 compounds, 0.92% hits;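 active means B-score of the integrated calcium signal more than 4 SD below the library mean, with starting fluorescence not abnormally high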;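 further: negative B-score means reduced calcium response which marks RGS4 activation or potentiation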
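Detection: kinetic calcium fluorescence imaging with Fluo4-AM dye, 2 µM / Material: HEK293 cells with stable M3R and inducible RGS4 / Schedule: recording 10 s baseline at 1 Hz, 100 s post-agonist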
* marks the source's active call; other numbers are inactive results; i = inactive; x = no result given.

SMILES | TRPC6 act | HIF activator | TRPC6 inh | MrgX1 agonist | MrgX1 antagonist | MrgX1 allo act | SKKanGAS inh | RGS4 inh | TRPC4 block | Platelet DG rel | RGS4 act
CC1=CC(C)(C)N2C(=O)C3(N=C(N)NC(Nc4ccccc4)=N3)c3cc(C)cc1c32 (centres undefined) | i | 0.4 | i | i | i | i | 0 | i | i | 3 | i
COc1cc(/C=N/n2cnnc2)ccc1OC(=O)c1ccncc1 | i | -0.3 | i | i | i | i | -7 | i | i | 4 | i
O=C(OCc1cccc(Cl)c1)c1cc(S(=O)(=O)N2CCCCC2)ccc1N1CCOCC1 | i | -0.6 | i | i | i | i | 4 | i | i | -4 | i
O=C(NNC(=O)c1cc(-c2ccccc2Cl)nc2ccccc12)c1csc(N2CCOCC2)n1 | i | -1.8 | i | i | i | i | 23 | i | i | 5 | i
CC1Sc2ccc(S(=O)(=O)CCC(=O)Nc3cc(F)ccc3F)cc2NC1=O (centres undefined) | i | 0.0 | i | i | i | i | -6 | i | i | 6 | i
Cc1nc(NC(=O)C2CC2)sc1C(=O)Nc1ccc(Br)cc1 | i | -0.7 | i | i | i | i | 0 | i | i | 12 | i
CCN1CCCc2cc(CN(CCN3CCOCC3)C(=S)Nc3cccc(C)c3)ccc21 | i | -0.3 | i | i | i | i | -1 | i | i | 6 | i
CCOC(=O)CC(NC(=O)c1cc2cccc(OC)c2oc1=O)c1ccc(OC)cc1 (centres undefined) | i | 2.2 | i | i | i | i | -6 | i | i | -1 | i
CCN(CC)CCCn1c2c(c(SCC(=O)Nc3nc(C)cs3)nc1=O)CCC2 | i | 0.1 | i | i | i | i | 1 | i | i | x | i
c1cncc(-c2nc3ccccc3s2)c1 | i | 2.1 | i | i | i | i | -5 | i | i | -9 | i
COc1ccccc1CNC(=O)C(=O)Nc1nccs1 | i | 0.1 | i | i | i | i | 0 | i | i | 3 | i
CCc1ccc(C(=O)CSc2nc(C)cc(=O)[nH]2)cc1 | i | 0.1 | i | i | i | i | -5 | i | i | -2 | i
CCCOC(=O)c1ccc(NC(=O)Oc2ccccc2)cc1 | i | x | i | i | i | i | -11 | i | i | -4 | i
CCOc1cc(-c2nnc(-c3ccco3)o2)cc(OCC)c1OCC | i | 0.4 | i | i | i | i | -4 | i | i | -1 | i
O=C(O)c1ccc2c(c1)C(=O)N(c1cccc(C(=O)/C=C/c3ccccc3)c1)C2=O | i | 0.7 | i | i | i | i | 24 | 15* | i | -3 | i
c1ccc(-c2nnc(SCc3nc4ccccc4[nH]3)o2)cc1 | i | 0.3 | i | i | i | i | x | i | i | -19 | i
O=C1CS/C(=N/N=C/c2c[nH]c3ccccc23)N1 | i | 0.8 | i | i | i | i | -1 | i | i | -7 | i
Cc1cccnc1CN1CCN(C(=O)CCc2nnc(CCc3ccccc3)o2)CC1 | i | 2.6 | i | i | i | i | 18 | i | i | -8 | i
COc1ccc(N(CC(=O)Nc2ccc3c(c2)OCO3)S(=O)(=O)c2ccc(F)cc2)cc1 | i | 0.6 | i | i | i | i | 4 | i | i | 0 | i
O=S(=O)(c1ccc(S(=O)(=O)N(Cc2cccs2)CC2CCCO2)cc1)N1CCCCC1 (centres undefined) | i | 1.9 | i | i | i | i | 2 | i | i | -1 | i
CCOC(=O)C1CCN(S(=O)(=O)c2ccc3c(c2)CCCN3C(C)=O)CC1 | i | -0.6 | i | i | i | i | 0 | i | i | -1 | i
COc1cccc(C(=O)NC(C)c2cccc3ccccc23)c1OC (centres undefined) | i | -0.1 | i | i | i | i | 2 | i | i | 9 | i
Cc1ccc(CNS(=O)(=O)c2cc3c4c(c2)CCN4C(=O)CC3)cc1 | i | -11 | i | i | i | i | -3 | i | i | 1 | i
COc1cccc(/C=N/n2c(-c3n[nH]c4c3CCC4)n[nH]c2=S)c1O | i | -0.8 | i | i | i | i | 5 | i | i | 0 | -9.1*
CC(=O)Nc1ccc(S(=O)(=O)NNC(=O)c2cccc(Br)c2)cc1 | i | 0.1 | i | i | i | i | 2 | i | i | -2 | i
Cc1nn(-c2ccccc2)c(NC(=O)c2cccs2)c(-c2ccc(Cl)cc2)c1=O | i | -0.4 | i | i | i | i | -1 | i | i | 28 | i
COCc1[nH]nc2c1C1(C(=O)N(C)c3ccccc31)C(C#N)=C(N)O2 (centres undefined) | i | 0.0 | i | i | i | i | -9 | i | i | -1 | i
Cc1ccc2[nH]c(C(=O)Nc3ccc(F)cc3)cc2c1 | i | 4.0 | i | i | i | i | -11 | i | i | 8 | i
Cc1[nH][nH]c(=O)c1C(c1c(C)[nH][nH]c1=O)c1cn(Cc2ccc(Cl)c(Cl)c2)c2ccccc12 | i | -0.2 | i | i | i | i | 69* | i | i | -11 | i
COc1cccc(NC(=O)CN(C)C(=O)COc2ccc3ccccc3c2)c1 | i | 0.2 | i | i | i | i | 21 | i | i | 1 | i
C/C(=N\NC(=O)c1nc2ccccn2c1C)c1cc2ccccc2o1 | i | 0.8 | i | i | i | i | 0 | i | i | -4 | i
Cc1cc(NC(=O)CSc2cn(CCNC(=O)c3ccccc3)c3ccccc23)no1 | i | 0.4 | i | i | i | i | -4 | i | i | -7 | i
COc1ccc(/C=N/n2c(-c3ccco3)nc3ccccc3c2=O)cc1 | i | 0.8 | i | i | i | i | -1 | i | i | 0 | i
Cc1ccc(C(=O)NCC(=O)OCC(=O)Nc2cc(S(=O)(=O)N3CCOCC3)ccc2C)cc1 | i | -15 | i | i | i | i | -4 | i | i | 1 | i
O=c1ccc(-c2ccc(S(=O)(=O)Nc3cccc(Br)c3)o2)n[nH]1 | i | 0.1 | i | i | i | i | 4 | i | i | -26 | i
COC(=O)c1[nH]c2cc(OC)ccc2c1NC(=O)CN1CCN(c2cccc(C)c2)C(C)C1 (centres undefined) | i | 0.9 | i | i | i | i | 25 | i | i | 0 | i
Cc1ccc(S(=O)(=O)N(C)C)cc1NC(=O)CN1C(=O)NC2(CCCCCC2)C1=O | i | -0.1 | i | i | i | i | 42 | i | i | 6 | i
Cc1cc(C(=O)Nc2sc3c(c2C#N)CCC(C)C3)cs1 (centres undefined) | i | 2.6 | i | i | i | i | -5 | i | i | 6 | i
Clc1ccccc1CSc1nnc(/C=C/c2ccccc2)o1 | i | 0.9 | i | i | i | i | 14 | i | i | -3 | i
CC(=O)c1cccc(N(CC(=O)NC2CCCCC2)C(=O)Cn2nnc(-c3ccccc3)n2)c1 | i | -0.3 | i | i | i | i | 23 | i | i | 0 | i

Full records as entered above:
COC(=O)c1[nH]c2cc(OC)ccc2c1NC(=O)CN1CCN(c2cccc(C)c2)C(C)C1 (centres undefined) is listed as TRPC6 act = i; HIF activator = 0.9; TRPC6 inh = i; MrgX1 agonist = i; MrgX1 antagonist = i; MrgX1 allo act = i; SKKanGAS inh = 25; RGS4 inh = i; TRPC4 block = i; Platelet DG rel = 0; RGS4 act = i
Cc1ccc(C(=O)NCC(=O)OCC(=O)Nc2cc(S(=O)(=O)N3CCOCC3)ccc2C)cc1 is listed as TRPC6 act = i; HIF activator = -15; TRPC6 inh = i; MrgX1 agonist = i; MrgX1 antagonist = i; MrgX1 allo act = i; SKKanGAS inh = -4; RGS4 inh = i; TRPC4 block = i; Platelet DG rel = 1; RGS4 act = i

Additional compounds
SMILES | TRPC6 act | HIF activator | TRPC6 inh | MrgX1 agonist | MrgX1 antagonist | MrgX1 allo act | SKKanGAS inh | RGS4 inh | TRPC4 block | Platelet DG rel | RGS4 act
O=C(N/N=C/c1ccccc1)c1sccc1OCc1ccc(F)cc1 | i | 0.6 | i | i | i | i | -1 | i | i | -1 | i
O=C(O)CCC(=O)Nc1nc2ccccc2s1 | i | -0.2 | i | i | i | i | -3 | i | i | 7 | i
O=C(c1cc2nc(C3CC3)cc(C(F)(F)F)n2n1)N1CCCC1 | i | 0.4 | i | i | i | i | -2 | i | i | 4 | i
O=C(/C=C/Nc1ccccc1OC(F)(F)F)C(F)(F)F | i | -0.6 | i | i | i | i | -3 | i | i | 2 | i
CN(C)CCNC(=S)Nc1ccc(-c2nc3ccccc3[nH]2)cc1 | i | -1.7 | i | i | i | i | -6 | i | i | -1 | i
COc1cc(OC)cc(C(=O)n2nc(C)cc2C)c1 | i | 0.2 | i | i | i | i | -11 | i | i | -6 | i
COC(=O)Nc1ncc(CN2CCc3ccccc3C2)s1 | i | 0.1 | i | i | i | i | -4 | i | i | -3 | i
O=C(Nc1ccc(NC(=S)NC(=O)c2cccs2)cc1)c1ccccc1 | i | -0.9 | i | i | i | i | 4 | i | i | 17 | i
Cn1c(N)c(C(=O)c2ccc(F)cc2F)c(=O)n(C)c1=O | i | -1.2 | i | i | i | i | 4 | i | i | -2 | i
O=C1CN(C(=O)N[C@@H](Cc2ccccc2)C(=O)N[C@@H](Cc2ccccc2)C(=O)O)c2ccccc2N1 | i | 0.0 | i | i | i | i | -5 | i | i | 1 | i
O=C(COC(=O)c1cc(C(F)(F)F)cc(C(F)(F)F)c1)NCc1ccc(Cl)cc1 | i | -0.4 | i | i | i | i | 0 | i | i | -9 | i
Cc1ncccc1C(=O)N1CCCC(CNC(=O)C2(c3ccc(Cl)cc3)CC2)C1 (centres undefined) | i | -0.5 | i | i | i | i | -8 | i | i | 0 | i
CCOC(=O)c1cnc(Nc2ccc(OCC)cc2)nc1C | i | 1.9 | i | i | i | i | -6 | i | i | -4 | i
Cc1ccc(-c2ccc(SCC(=O)Nc3cc(C)on3)nn2)cc1 | i | 0.9 | i | i | i | i | -6 | i | i | 4 | i
CNC(=O)c1c(NC(=O)CCS(=O)(=O)c2ccc(F)cc2)sc(C)c1C | i | -0.5 | i | i | i | i | 12 | i | i | -3 | i
COC(=O)c1sc(NC(=O)C2CCCCC2C(=O)O)c(C(=O)OC)c1C (centres undefined) | i | -1.1 | i | i | i | i | 13 | i | i | 9 | i
CCN(CC)c1nc2c(c(=O)n(C)c(=O)n2C)n1CC(=O)c1ccccc1 | i | -0.1 | i | i | i | i | 19 | i | i | 0 | i
CCOC(=O)c1ccc(N2C(=O)CC(N3CCC(C(=O)OCC)CC3)C2=O)cc1 (centres undefined) | i | -0.2 | i | i | i | i | 1 | i | i | 26 | i
Cc1ccc(C)c(S(=O)(=O)N2CCCOC2CNC(=O)C(=O)NC2CC2)c1 (centres undefined) | i | -0.2 | i | i | i | i | 2 | i | i | -2 | i

Compound activity from PubChem.

Rows were taken by chance (roughly 6.1% active in at least one column).
